# From PubChem BioAssay
# CF NFkB block: inhibitors of PAF-induced NF-kB signaling, primary screen, cell-based, GFP fluorescence, uHTS | KKLEB NF-kB-GFP reporter, GFP fluorescence overnight | inhibition, % at 5 µM | actives 0.86% (n = 360,000) | AID 588850, 2011;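 active = at least 50% inhibition at 5 µM, scaled per plate between neutral and stimulator controls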;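 note: PAF is a Pseudomonas aeruginosa culture filtrate used as stimulus; plate controls were PAF-stimulated DMSO wells for no effect and unstimulated DMSO wells for full effect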
# Peg3 prom inh: Peg3 promoter-driven luciferase inhibitors, primary screen, cell-based, HeLa, luciferase luminescence. HeLa PEG-Prom luciferase reporter, overnight. actives 1.7% (n = 360,000). AID 588405, 2011. inhibition, % at 20 µM;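 active = inhibition of at least 50% at 20 µM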
# CaV13 ICDI inh: Disruptors of the CACNA1D IQ motif to Ca2+-dependent inactivation inhibitor domain association, primary screening, Förster resonance energy transfer in intact living …; HEK cells, CFP/YFP FRET ICDI-IQ, plate reader, 10 min; percent FRET-ratio fall versus neutral wells; inhibition, % at 12.3 µM; actives 0.098% (n = 340,000); AID 743397;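 active = mean replicate inhibition of at least 30% and at least 1% of replicates passing that level; inconclusive = only one of the two criteria is met; inactive = neither criterion is met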;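 note: 0% = median of the neutral control wells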
# KKLEB tox: cytotoxicity in KKLEB CF airway cells, primary screen, cytotoxicity control for CF NF-kB inhibitor project, cell-based, uHTS, fluorescence assay plates; KKLEB CF airway cells viability, ATPlite luminescence, overnight; active compounds read low; cells stimulated with P. aeruginosa culture filtrate; activity change (cytotoxicity), % at 5 µM; actives 0.36% (n = 360,000); AID 602141, 2011;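 active = corrected activity change at or below -50% at 5 µM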
# TRPM1 prom inh: inhibitors of MITF-dependent TRPM1 promoter reporter, primary screen, cell-based, SK-MEL-5, single point, luciferase; SK-MEL-5 TRPM1 promoter luciferase, 24 h; AID 488899, 2010; inhibition, % at 12.5 µM; actives 0.83% (n = 330,000);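 active = mean inhibition across replicates of 60% or more, whatever share of single replicates reaches that level; inconclusive = some that reach 60%, reason not given; inactive = mean inhibition across replicates below 60%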; note: values of inactives mirror those of a sister screen read the other way
# PDI inh: inhibitors of human PDI, primary screen, biochemical, turbidity, single point, plate reader; PDI insulin aggregation turbidity, A650, 90 min; inhibition, % at 10 µM; actives 0.052% (n = 350,000); AID 588391, 2011;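 active = mean inhibition across replicates of 30% or more, whatever share of single replicates reach that level; inconclusive = mean inhibition below 30% while every single replicate reaches 30%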;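 note: absorbance from insulin aggregation driven by PDI reduction with DTT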
# Target sequence (P07237 whole entry, looked up): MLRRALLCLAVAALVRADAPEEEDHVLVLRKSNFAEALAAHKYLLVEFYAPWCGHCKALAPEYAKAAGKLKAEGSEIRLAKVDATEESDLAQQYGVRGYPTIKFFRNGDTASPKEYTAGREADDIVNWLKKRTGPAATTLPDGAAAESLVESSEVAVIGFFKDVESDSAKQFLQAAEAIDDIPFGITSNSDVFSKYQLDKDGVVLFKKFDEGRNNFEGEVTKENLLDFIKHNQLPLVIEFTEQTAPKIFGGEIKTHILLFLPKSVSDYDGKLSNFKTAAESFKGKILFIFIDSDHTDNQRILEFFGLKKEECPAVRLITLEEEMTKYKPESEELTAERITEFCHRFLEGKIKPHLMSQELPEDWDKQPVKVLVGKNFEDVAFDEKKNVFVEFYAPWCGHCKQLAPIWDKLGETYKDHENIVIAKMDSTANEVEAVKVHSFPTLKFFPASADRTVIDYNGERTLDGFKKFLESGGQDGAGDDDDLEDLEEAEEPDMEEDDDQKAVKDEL
# Shn3 3UTR inh: reduction of Shn3 3'UTR firefly luciferase signal, primary screen, Schnurri-3 inhibitor project, cell-based, Clone20 osteoblasts, set 2; actives 0.52% (n = 360,000); Clone20 osteoblast Shn3 3'UTR firefly luciferase, 24 h; inhibition, % at 12.5 µM;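 active = mean inhibition of at least 75% with every replicate also reaching 75%; inconclusive = mean inhibition at least 75% but some replicate below; inactive = mean inhibition below 75%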;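 note: 0% = median of neutral control wells and 100% = pilot-screen positive control compound; some compounds past the cut are filed as inactive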
# HIF-2a block: HIF-2a reporter inhibitors, primary screen, luminescence, 786-0 RCC cells. 786-0 RCC cells HIF-2a reporter, luciferase luminescence, overnight. inhibition, % at 18.8 µM. actives 0.72% (n = 360,000). AID 624352, 2012;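 active = inhibition of the luminescence signal of 40% or more relative to plate controls, in a single-dose primary screen at 18.75 µM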
# Vif inh: HIV Vif self-association inhibitors, primary screen, imaging, HEK293T, single point; HEK293T cells, Vif self-association by quenched fluorescence, 24 h; inhibition, % at 7.49 µM; actives 0.35% (n = 340,000); in the data active = inhibition above about 50%, passing the limit was not always enough; inconclusive = no clear call, values can overlap the other calls; inactive = below about 31%; note: some results filed as inactive read as strong as hits
# NR2E3 ag-1: inhibitors of NR2E3-RetCOR corepressor binding, primary screen, NR2E3 agonist project, biochemical, TR-FRET, GST-NR2E3, biotin-RetCOR; Photoreceptor-specific nuclear receptor (Homo sapiens), Q9Y5X4; 1536-well; inhibition of corepressor binding, % at 4.78 µM; actives 0.12% (n = 320,000); AID 2300, 2010;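 active = percent inhibition above the cutoff of mean plus 3 SD of all tested compounds, set per screening campaign, cut at about 20% in these data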;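 note: 0% = DMSO wells and 100% = biotin wells as full block of FRET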
# Target sequence (Q9Y5X4 whole entry, looked up): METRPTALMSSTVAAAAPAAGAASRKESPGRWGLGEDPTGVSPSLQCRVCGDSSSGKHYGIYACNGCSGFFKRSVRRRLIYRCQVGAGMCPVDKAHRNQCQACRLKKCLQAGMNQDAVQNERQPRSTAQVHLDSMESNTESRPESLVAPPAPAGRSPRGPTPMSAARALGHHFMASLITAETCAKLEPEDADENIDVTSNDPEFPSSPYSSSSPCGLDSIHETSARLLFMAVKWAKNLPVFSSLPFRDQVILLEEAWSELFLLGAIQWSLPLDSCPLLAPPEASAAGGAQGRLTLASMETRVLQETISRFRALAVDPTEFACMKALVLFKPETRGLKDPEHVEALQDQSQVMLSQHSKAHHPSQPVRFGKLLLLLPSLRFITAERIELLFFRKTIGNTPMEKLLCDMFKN
#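 System: GST-tagged NR2E3 plus biotinylated RetCOR corepressor; Amount: 1.35 nM GST-tagged NR2E3 final; Dosing: single nominal compound dose of 4.8 µM; Schedule: 5 h incubation at 4 °C; Technique: TR-FRET with europium anti-GST and streptavidin-D2, 340 nm excitation; Controls: biotin wells as high control, 0.6% DMSO wells as low control.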
# NR2E3 ag-2: NR2E3 agonists in two-hybrid cells, primary screen, cell-based, luminescence, CHO-S, Gal4-NCOR/VP16-NR2E3. luciferase. inhibition of corepressor binding, % at 3.98 µM. actives 0.35% (n = 360,000). AID 602229, 2012;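 active = inhibition above the mean of all tested compounds plus 3 SD, cut at about 70% in these data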;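 note: 0% = DMSO with NR2E3 transfected cells and 100% = cells lacking NR2E3 construct; higher means lower luciferase signal from less NR2E3 corepressor binding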
# Starred values were filed as active, the others as inactive; ? = inconclusive; · = not tested or not shown.
SMILES,CF NFkB block,Peg3 prom inh,CaV13 ICDI inh,KKLEB tox,TRPM1 prom inh,PDI inh,Shn3 3UTR inh,HIF-2a block,Vif inh,NR2E3 ag-1,NR2E3 ag-2
COc1cc(C(c2c(C)[nH]n(-c3ccccc3)c2=O)c2c(C)[nH]n(-c3ccccc3)c2=O)cc(OC)c1OC,-18,26,-8,6,17,6,6,13,·,11,7
COc1ccc(-n2c(-c3ccc(C)cc3)nc3ccccc3c2=O)cc1,11,-60,-4,8,-64,-1,-3,-138,-4,-2,-61
NC(=S)/N=C/c1c(O)[nH]c(=O)[nH]c1=O,1,5,-4,-5,·,-7,12,8,-5,1,14
CN(C)C1CCc2[nH]c3c(F)cc(F)cc3c2C1 (centres undefined),-10,-58,-6,4,·,-9,-3,-14,-8,·,-9
c1ccc(-c2nc(N3CCOCC3)s[n+]2-c2ccccc2)cc1,2,-82,-6,2,-30,-3,-20,-201,-9,0,-59
CC(=O)OC12COC1CC(O)C1(C)C(=O)C(O)C3=C(C)C(O)CC(O)(C(OC(=O)c4ccccc4)C21)C3(C)C (centres undefined),-2,20,-7,2,20,-4,-11,-2,-17,·,19
CCN1CC=C(c2c[nH]c3ccccc23)CC1,-7,7,·,3,-3,4,-1,3,-8,1,-20
CC(C)(C)C(=O)O[C@H]1CC[C@@]2(C)C(=CC(=O)C3C2CC[C@]2(C)C(=O)[C@H](O)CC32)C1 (some centres undefined),-20,-9,-5,-5,11,-3,4,1,15,·,-40
NS(=O)(=O)c1ccc(N=Cc2c(O)n(C3CCCCC3)c(=O)n(C3CCCCC3)c2=O)cc1,10,16,-4,-5,9,-9,26,11,-1,1,-16
Cc1ccc(OCC(=O)N2CCN(Cc3ccc4c(c3)OCO4)CC2)cc1,-2,17,-4,10,-1,2,-1,16,-2,2,7
O=C(O)C1Cc2ccccc2N2CCCC12 (centres undefined),15,11,-3,2,5,2,7,9,·,-4,1
C[n+]1c(-c2ccccc2)cc(-c2ccc(Cl)cc2)cc1-c1ccccc1,-23,2,-2,-1,44,-1,9,17,2,3,-7
COc1ccc(NC(=O)c2cn(CCC#N)nc2-c2ccc(OC)c(OC)c2)cc1,16,12,-21,-16,6,-3,9,16,0,-1,-9
c1ccc2c(c1)[IH]c1ccccc1-2,-49,96*,-4,0,88*,2,91*,52*,-14,·,100*
O=C(Nc1ccc2ccccc2c1)c1nn(C23CC4CC(CC(C4)C2)C3)cc1Br,-26,0,-11,-2,20,-4,80,-7,-11,3,3
C/C(=N\N=C(N)N)c1ccccc1,6,7,-4,-5,17,-6,·,13,-2,1,-22
COc1ccc([N+](=O)[O-])cc1N=Cc1c(O)n(CCc2ccccc2)c(=O)n(C(C)C)c1=O,6,-40,-19,-9,6,-8,-6,-40,-3,-1,-1
COc1ccc(N2C(=O)NC(=O)C(CCc3ccncc3)(CCc3ccncc3)C2=O)cc1,-4,21,-5,1,10,-11,-4,18,0,2,-15
CC(=NCC1CCCO1)c1c(O)n(-c2ccccc2)c(=O)[nH]c1=O (centres undefined),-3,11,·,4,-5,-12,-4,16,10,0,0
COC(=O)C1=C(c2ccc(F)cc2OCc2ccccc2)C[C@@H]2CC[C@H]1N2C(=O)NCc1ccccc1Cl,4,3,-12,-9,-14,0,-33,22,-1,1,27
COc1cccc(NC(=O)CN2CC(c3ccccc3)CC2=O)c1 (centres undefined),-15,-16,-4,4,1,·,2,7,4,-1,-5
Cc1cccc(-n2c(O)c(C)c(=O)[nH]c2=S)c1,-12,2,-7,13,-13,-7,-2,5,5,·,-11
CCCCCCC(=O)N/N=C/c1c(O)n(CCCC)c(=S)[nH]c1=O,25,22,-4,-22,-2,3,-6,19,-4,-4,21
O=C1CC(=O)N(c2cccc(Cl)c2)C(=O)N1,-2,7,-12,1,3,12,-4,-4,1,-2,-25
C/C=C1/CC(C)C(C)(O)C(=O)OCC2CCN3CCC(OC1=O)C23 (centres undefined),3,8,-4,-2,-5,8,-2,14,14,1,13
SMILES,CF NFkB block,Peg3 prom inh,CaV13 ICDI inh,KKLEB tox,TRPM1 prom inh,PDI inh,Shn3 3UTR inh,HIF-2a block,Vif inh,NR2E3 ag-1,NR2E3 ag-2
COc1cc(/C=N/NC(=O)CN2CC(c3ccccc3)CC2=O)ccc1OC(=O)N(C)C (centres undefined),17,0,-4,7,3,-2,8,-19,-2,3,0
Cc1nn(Cc2ccccc2)c(C)c1C(=O)NCc1ccccc1,11,-4,-4,-2,8,2,0,15,-5,3,1
CN(C)S(=O)(=O)c1cccc(C(=O)N2CCC(C(=O)O)(c3ccccc3)CC2)c1,-15,-8,-6,-5,-7,0,3,-3,-6,6,-14
COCC(=O)N1Cc2ccccc2-n2nncc2C1,0,4,-10,5,8,-3,6,8,·,·,-46
O=C1CN=C(c2ccc(Br)cc2)c2oc3ccccc3c2N1,-13,23,-2,4,10,-4,-1,13,20,2,-1
Cc1c(C(c2ccccc2Cl)c2c(O)c3ccccc3oc2=O)c(=O)n(-c2ccccc2)n1C (centres undefined),-3,6,-2,15,4,-1,2,8,-2,-1,-3
Nc1c(C(=O)NCCCc2ccccc2)c2nc3ccccc3nc2n1Cc1cccs1,0,25,-4,0,-2,3,5,25,-3,2,0
Nc1cccc(N=Cc2c(O)n(Cc3ccc(F)cc3)c(=O)[nH]c2=O)c1,14,-11,·,-3,8,-7,-53,12,-11,2,-10
S=C1NCCN1,-12,-19,-5,23,10,-1,?,2,2,3,-28
FC(F)(F)c1cccc(-n2nnnc2C2(N3CCOCC3)CCCCC2)c1,7,12,·,-19,-6,14,35,11,-1,1,-30
O=P(c1ccccc1)(c1ccccc1)N1CCCCC1,-11,14,-5,1,1,-5,61,13,-5,-2,-2
CCOc1ccc(C2SCC(=O)Nc3c2c(=O)[nH]n3C2CCCCCC2)cc1 (centres undefined),-1,8,-6,-3,12,-5,5,12,-3,5,-17
CC1C(c2cccs2)=[N+]([O-])C(C)(C(=O)c2ccc(Cl)cc2)N1O (centres undefined),1,11,-2,-4,7,5,0,12,-3,2,21
CCOc1ccc(-n2c(O)c(C=Nc3ccc(N4CCOCC4)cc3)c(=O)[nH]c2=O)cc1,1,0,·,2,7,-3,8,13,4,1,-7
COc1ccc(C2=NCC(=O)N(CC(=O)NCc3ccco3)c3sc4c(c32)CCCC4)cc1OC,0,13,-13,1,1,29,8,-13,1,1,5
CC1CCCN(C(=O)CCl)C1 (centres undefined),-10,2,-4,10,2,-9,68,-4,-1,1,-5
O=c1cccc2n1C[C@@H]1C[C@@H]2CN(CC(O)c2ccc([N+](=O)[O-])cc2)C1 (some centres undefined),0,7,-20,14,12,-1,-7,12,15,·,-5
Cc1cc(C(=O)OCC(=O)Nc2ccc(F)cc2)c(C)n1C1CC1,12,-11,-2,1,·,2,-5,-12,7,-3,-34
O=c1[nH]c(=S)n(-c2ccc(Br)cc2)c(O)c1C=Nc1ccc(N2CCOCC2)cc1,-16,8,-7,-1,-8,-1,10,15,-4,-3,7
CC(CC(C)(C)N1CC1)=NNC(=O)Nc1cccc2ccccc12,-11,17,-7,-1,3,17,9,-2,1,·,5
CCc1ccc(N2C(=O)CC(=O)NC2=O)cc1,-12,5,-6,9,13,-6,-10,5,20,-3,-10
Cc1cccc(CNCCc2c[nH]c3ccccc23)c1,2,35,1,-16,8,4,2,20,17,-2,-8
CCOC(=O)CC(SP1(=S)OCC2(CC=CCC2)CO1)C(=O)OCC (centres undefined),-10,-2,-3,-3,-13,2,10,0,0,·,7
CNC(=S)N1CC2CC(C1)c1cccc(=O)n1C2 (centres undefined),11,-15,3,5,0,3,7,10,2,-2,-10
CC(=O)OC1CCC2(C)C(CC(=O)C3C2CCC2(C)C(OC(C)=O)CCC32)C1 (centres undefined),-31,-4,-6,10,-14,3,5,8,-7,·,5
SMILES,CF NFkB block,Peg3 prom inh,CaV13 ICDI inh,KKLEB tox,TRPM1 prom inh,PDI inh,Shn3 3UTR inh,HIF-2a block,Vif inh,NR2E3 ag-1,NR2E3 ag-2
O=Cc1c(C(=O)O)n(Cc2ccccc2F)c2ccccc12,0,-5,-18,10,22,-2,-4,14,-6,-1,-1
O=c1nc(/C=C/c2ccc(Cl)cc2Cl)cc(C(F)(F)F)[nH]1,32,-1,-21,13,-5,0,-38,-37,-2,·,14
CN(C)CCN(CC1CCCN(Cc2ccccc2F)C1)C(=O)Cc1ccccc1F (centres undefined),7,-2,-5,2,-2,-19,-3,8,-3,5,-5
CC(=O)N1N=C2C3CCN(CC3)C2C1c1ccc(Br)cc1 (centres undefined),-23,16,4,18,-3,-4,9,6,-2,0,-26
COC(=O)C(O)(c1ccc(NC(=O)c2cccs2)cc1)C(F)(F)F (centres undefined),-9,-57,-20,13,·,1,-37,-129,-2,4,-26
C=CCN1CCC2(C)c3cc(O)ccc3CC1C2C (centres undefined),-9,-9,-6,-4,-7,-7,4,12,-1,0,9
CNc1ccc2oc(C[C@H]3O[C@@]4(CC[C@H]3C)O[C@H]([C@H](C)C(=O)c3ccc[nH]3)[C@H](C)C[C@H]4C)nc2c1C(=O)O,36,91*,-5,-55*,102*,-7,97*,87*,2,0,4
O=C(c1cc(Cl)cc(Cl)c1)N1Cc2ccccc2-n2nncc2C1,-15,0,-5,-8,·,1,-3,1,3,·,-2
C[C@]12CCC3C(CC[C@@H]4C[C@H](O)CC[C@]34C)C1CCC2=O (some centres undefined),12,7,-6,-12,-2,-1,3,10,8,·,-6
Cc1nnc2ccc(-c3cccc(C(F)(F)F)c3)nn12,-31,-2,-6,-26,-7,15,12,-17,-4,-1,0
COc1ccc2c(C)c(CCC(=O)N3C[C@H]4C[C@@H](C3)c3cccc(=O)n3C4)c(=O)oc2c1,2,3,·,-4,7,·,-2,2,-4,-7,-25

# The list is partial, so the mix of outcomes need not match the whole.
